# TEAD-YAP block – TEAD-YAP interaction inhibition; inhibition, % at 9.12 µM; actives 1.4% (n = 640,000); HEK-TIYL cells, TEAD-Gal4/YAP UAS-luciferase luminescence; in the data active means inhibition above about 32%;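 further: 0% = median of test compound wells and 100% = reference inhibitor wells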
# FBW7 act – activators of human E3 ligase FBW7; actives 0.13% (n = 650,000); AID 1259310; normalized activity (activation), % at 26.1 µM; Q969H0; AlphaScreen FBW7–phospho-cyclin E peptide binding, activator screen; in the data active means normalized activity above about 1.9%;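 further: purified mutant Fbw7 with reduced substrate affinity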
# MITF inh – inhibitors of human MITF | AlphaScreen MITF homodimerization, bead proximity signal | inhibition, % at 2.6 µM | actives 0.91% (n = 650,000); in the data active means inhibition above about 50%;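 further: 0% = vehicle wells with protein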
# Target sequence (O75030 whole entry, looked up): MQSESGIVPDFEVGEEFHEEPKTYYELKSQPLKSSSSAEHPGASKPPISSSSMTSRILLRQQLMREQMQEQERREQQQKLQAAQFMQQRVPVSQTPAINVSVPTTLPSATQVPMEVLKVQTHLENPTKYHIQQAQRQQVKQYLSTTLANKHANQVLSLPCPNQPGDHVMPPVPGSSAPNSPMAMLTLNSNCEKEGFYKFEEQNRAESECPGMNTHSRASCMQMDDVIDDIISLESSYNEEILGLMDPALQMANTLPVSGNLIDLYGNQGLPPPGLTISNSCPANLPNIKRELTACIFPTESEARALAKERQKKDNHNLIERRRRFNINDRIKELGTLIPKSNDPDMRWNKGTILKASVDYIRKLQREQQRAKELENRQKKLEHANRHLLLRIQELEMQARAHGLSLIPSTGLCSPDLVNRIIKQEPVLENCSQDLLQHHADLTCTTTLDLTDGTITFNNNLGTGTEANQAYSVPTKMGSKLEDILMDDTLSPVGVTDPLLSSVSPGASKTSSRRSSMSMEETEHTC
# GPR151 activ – activators of human GPR151 | activation, % at 11.2 µM | actives 1% (n = 650,000) | PathHunter beta-arrestin GPR151 cells, luminescence; in the data active means activation above about 4.9%;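 further: 0% = median of compound wells and 100% = cells with positive control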
# Target sequence (Q8TDV0 whole entry, looked up): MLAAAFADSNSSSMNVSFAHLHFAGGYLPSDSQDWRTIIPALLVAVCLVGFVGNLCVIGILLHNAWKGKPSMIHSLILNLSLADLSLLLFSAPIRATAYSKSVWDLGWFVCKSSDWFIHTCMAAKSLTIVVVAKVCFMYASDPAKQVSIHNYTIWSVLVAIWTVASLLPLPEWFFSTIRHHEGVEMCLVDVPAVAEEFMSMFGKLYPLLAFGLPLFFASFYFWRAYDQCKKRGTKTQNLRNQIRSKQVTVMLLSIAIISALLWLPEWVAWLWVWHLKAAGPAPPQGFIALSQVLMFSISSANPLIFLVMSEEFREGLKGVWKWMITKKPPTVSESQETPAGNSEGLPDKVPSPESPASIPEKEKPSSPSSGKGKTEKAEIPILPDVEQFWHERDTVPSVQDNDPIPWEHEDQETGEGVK
# Starred values were filed as active, the others as inactive; & = joins results of further samples.
SMILES,GPR151 activ,FBW7 act,TEAD-YAP block,MITF inh
Cc1ccc(-c2csc(NC(=O)COc3ccc(Cl)cc3Cl)n2)cc1,1.1,0.1,7,7
Cc1cnc2nc3c(cc2c1)CN(CCc1ccccc1)CC3,0.9,0.0,-9,3
CC(=O)c1cccc(NC(=O)C(Cc2ccc([N+](=O)[O-])cc2)N2C(=O)c3ccccc3C2=O)c1 (stereo not given),1.3,0.1,0,16
CN(CCc1ccccc1)C(=O)c1nc2sccn2c1CN1CCCC(CO)C1 (stereo not given),-1.0,0.1,1,8
Cc1cc2sc(NC(=O)C3CCCCC3)nc2cc1N,-0.3,0.0,-51,5
O=C(NCc1ccc(Cl)cc1)C(=O)NCC1CCCN1S(=O)(=O)c1cccs1 (stereo not given),-0.8,0.1,10,12
CC(C)N(C(=O)CSc1nnc(NC(=O)c2ccco2)s1)C(C)C,0.1,0.2,-11,-5
C/C(=N\NC(=O)CCc1ccccc1)C1C(=O)c2ccccc2C1=O,-1.5,-0.5,-32,15
CCOC(=O)C1=C(C)N=c2s/c(=C\c3ccc(-c4cccc(C(=O)O)c4)o3)c(=O)n2C1c1cc(OC)c(OC)cc1Br (stereo not given),-1.1,-0.3,-10,4
CCOC(=O)c1c(Nc2ccc(C)cc2)csc1C,3.6,-0.2,4,-8
CCOC(=O)c1c(NC(=O)CN(C)C)sc2c1CC(C)(C)NC2(C)C,2.4,-0.1,10,40
CCc1nn(C(C)C(=O)NC2CCCCCC2)c(=O)c2cc3occc3n12 (stereo not given),2.0,0.6,1,2
O=C(O)CN1C(=O)C(=O)/C(=C(\O)c2ccc([N+](=O)[O-])cc2)C1c1ccc(Cl)cc1 (stereo not given),-1.0,0.2,3,11
Cc1ccccc1NC(=O)Cn1nnc(-c2ccc(CN3CCC(C)CC3)cc2)n1,-0.8,0.0,-13,5
O=C(NCc1nc2ccccc2[nH]1)c1cncc(-c2ccc(N3CCOCC3)nc2)c1,-1.6,-0.1,-6,5
CCOC(=O)c1ccnc2ccc(OC)cc12,-2.3,0.1,9,-4
O=C1OC(c2ccccc2F)=N/C1=C\c1ccc(Br)cc1,0.5,0.0,-2,-8
C=CCOc1cccc(/C=c2\sc3n(c2=O)C(c2ccccc2OC(C)C)C(C(=O)OCC)=C(C)N=3)c1 (stereo not given),-0.2,0.0,4,12
CCN(CC)CCN1C(=O)c2ccccc2NC1c1cccc(F)c1 (stereo not given),0.4,0.1,3,-9
Cc1ccc(NC(=O)N2CCC(O)C2)cc1 (stereo not given),1.7,-0.1,-7,3

# Going on with the list.
SMILES,GPR151 activ,FBW7 act,TEAD-YAP block,MITF inh
O=C(Oc1ccc2ccccc2c1)C1C2CCCCC21 (stereo not given),1.1,0.0,-2,1
Cc1ccccc1CN1C(=O)COc2ccccc21,0.4,0.1,-26,-9
CCOC(=O)c1ccc2c(c1)n(CCO)c(C)[n+]2CCO,1.6,0.2,-10,0
COc1ccc(NC(=O)c2ccc(Br)cc2)c([N+](=O)[O-])c1,-0.2,0.6,-39,23
CC(=O)N1CCSc2cc(S(=O)(=O)N(C)Cc3ccco3)ccc21,0.4,0.0,13,-2
CC(NC(=O)CN1C(=O)C2C3C=CC(C3)C2C1=O)C12CC3CC(CC(C3)C1)C2 (stereo not given),-0.2,-0.1,1,0
Cc1nnc(NC(=O)CSc2nnc(-c3ccccc3O)n2-c2ccccc2)s1,-0.5,0.2,11,17
CCC(C)N1C(=O)CN(C2CCC(C)CC2)C(=O)C1c1ccc(OC)c(OC)c1 (stereo not given),3.1,-0.1,-6,2
COC(=O)C1=C(C)N(Cc2ccccc2)C(=O)/C1=C\c1ccccc1[N+](=O)[O-],0.8,-0.1,-5,9
COC(=O)c1ccc(COc2ccccc2OC)cc1,-2.0,0.2,-16,18
c1ccc(COc2ccc(CNn3cnnc3)cc2)cc1,2.9,-0.1,-24,12
O=C1C=CC(=O)C(c2ccc(C(=O)O)cc2)=C1,-0.2,-1.1,2,28
O=C(Nc1c2c(nn1-c1cccc(Cl)c1)CS(=O)(=O)C2)c1ccccc1Br,-0.6,0.0,1,7
COc1cc2nc(-c3ccc(C(=O)NC4CC4)cc3)nc(Nc3ccccc3)c2cc1OC,1.8,0.1,30,0
O=C(c1ccc(F)c(F)c1)N1CCc2c([nH]c3ccccc23)C1c1ccc([N+](=O)[O-])cc1 (stereo not given),0.3,0.1,2,14
COc1cccc(NC(=O)COC(=O)C2CCC(C(C)(C)C)CC2)c1 (stereo not given),-0.1,0.1,-1,0
CCOC(=O)CN(Cc1ccc(Cl)cc1)S(=O)(=O)c1ccc(C(C)(C)C)cc1,-1.8,0.1,-8,-3
CSc1cccc(NC(=O)CN2N=NC3C(=O)N(c4ccc(F)cc4)C(=O)C32)c1 (stereo not given),0.0,-0.1,-1,-5
COc1ccccc1N1CCN(C2CCCN(C(=O)C3CCC3)C2)CC1 (stereo not given),4.1,-0.1,-8,3
CCN(CC)c1nc(NCc2cccnc2)nc(Oc2ccccc2)n1,2.9,0.0,-1,-11

# As entered above:
# For TEAD-YAP block, CC(=O)N1CCSc2cc(S(=O)(=O)N(C)Cc3ccco3)ccc21 shows 13
# For FBW7 act, COC(=O)c1ccc(COc2ccccc2OC)cc1 shows 0.2
# For TEAD-YAP block, CCC(C)N1C(=O)CN(C2CCC(C)CC2)C(=O)C1c1ccc(OC)c(OC)c1 (stereo not given) shows -6
# For FBW7 act, CC(NC(=O)CN1C(=O)C2C3C=CC(C3)C2C1=O)C12CC3CC(CC(C3)C1)C2 (stereo not given) shows -0.1
# For MITF inh, COc1cc2nc(-c3ccc(C(=O)NC4CC4)cc3)nc(Nc3ccccc3)c2cc1OC shows 0

# Next part:
SMILES,GPR151 activ,FBW7 act,TEAD-YAP block,MITF inh
Cc1nnc(SCC(=O)Nc2ccccc2Oc2ccccc2)s1,0.5,0.3,-1,-2
CC(=O)CNC(C)(C)C(C)=O,-1.7,-0.2,-13,-6
COc1ccc(OC)c(NC(=O)CSc2nc3ccccc3c(=O)n2CCC(=O)N2CCN(c3ccccc3)CC2)c1,0.7,0.2,6,13
COC(=O)c1ccc(COc2c(-c3ccco3)oc3ccccc3c2=O)cc1,-0.3,0.5,17,1
C=CCn1c(SCc2ccc(C(=O)OC)cc2)nnc1-c1sc(N)nc1C,1.5,-0.2,-2,-18
COc1ccc(CCNC(=O)CSc2nc3n[nH]c(C)c3c(=N)n2-c2ccc(Br)cc2)cc1OC,2.9,-0.4,0,14
COC(=O)c1c(OCc2ccc(F)cc2)cc(=O)n2c1CCN(CC1CC=CCC1)CC2 (stereo not given),1.4,0.0,6,-5
COc1cccc(/C=C/c2nnc(-c3ccco3)o2)c1OC,-1.1,0.1,-9,-3
CCOCCCNC(=O)C1CC(=O)N(CCc2ccccc2)C1 (stereo not given),0.1,0.1,7,-2
CCSc1nc2sccn2c(=O)c1C(=O)NCc1ccc(Cl)nc1,3.7,0.1,-2,6
CCOc1ccc(/C=C(/NC(=O)c2ccc(C)cc2)C(=O)O)cc1,1.5,-0.1,10,4
Clc1ccccc1N1CCN(c2nc(-c3ccccc3)c3ccccc3n2)CC1,0.0,0.0,10,12
O=C(OCc1ccccc1)Oc1cncc(C(=O)ON2C(=O)CCC2=O)c1,2.4,0.0,4,-8
CC(=O)Oc1ccc(N(C(C)=O)S(=O)(=O)c2ccc(C)cc2C)cc1,1.1,0.1,5,-5
CCN(CC)CCNc1cc(C)c(C#N)c2nc3ccccc3n12,1.0,-0.1,-10,-10
COc1ccc(/C=C2/C(=O)NN(c3ccc(F)c(Cl)c3)C2=O)cc1OC,-1.4,0.1,5,17
CCN(CC)c1ccc2cc(C(N)=O)c(=Nc3cccc(C#N)c3)oc2c1,-1.1,0.0,0,7
O=C(Nc1cc(-c2nc3ccccc3s2)ccc1Cl)c1cccnc1Cl,0.4,0.0,-83,-5
O=C(CSc1ncccn1)Nc1ccc(C(=O)O)cc1,-0.6,-0.1,4,6
Cc1cccc(COc2ccc(/C=C3\SC(=Nc4ccccc4)N(C4CCCCC4)C3=O)cc2)c1,-0.7,-0.1,-5,-5

# 3 records drawn at random from the list so far:
SMILES,GPR151 activ,FBW7 act,TEAD-YAP block,MITF inh
COC(=O)c1ccc(COc2c(-c3ccco3)oc3ccccc3c2=O)cc1,-0.3,0.5,17,1
CCOCCCNC(=O)C1CC(=O)N(CCc2ccccc2)C1 (stereo not given),0.1,0.1,7,-2
COc1ccc(/C=C2/C(=O)NN(c3ccc(F)c(Cl)c3)C2=O)cc1OC,-1.4,0.1,5,17

# (more compounds)
SMILES,GPR151 activ,FBW7 act,TEAD-YAP block,MITF inh
CCc1ccc(NC(=S)N(Cc2ccccc2)Cc2cccnc2)cc1,2.1,-0.1,1,1
CN(C)CC(C)(O)c1ccc2c(c1)CN(Cc1ccc3ncccc3c1)CCO2 (stereo not given),0.2,0.1,-2,-27
COc1ccc(C2C3=C(CCCC3=O)N(CC(=O)O)C3=C2C(=O)CCC3)cc1Cl,-0.6,0.3,-1,0
CC1(C)Oc2ccc3ccc(=O)oc3c2/C(=C/Nc2ccccc2N)C1=O,-0.3,-0.2,-16,-2
CC(=O)c1c(C)[nH]c(C(=O)NCCc2cccc(C)c2)c1C,-0.2,-0.3,-29,12
COc1ccc(C(=O)Nc2ccc(-c3csc(C)n3)cc2)c(OC)c1,-1.4,-0.1,-31,-10
COC(=O)C1C(=O)NC(SCc2ccccc2)=C(C#N)C1c1ccc(C)cc1 (stereo not given),1.1,-0.1,4,-2
CC(C)CCSc1nnc2n(-c3ccccc3)c(=O)c3c4c(sc3n12)CC(C)CC4 (stereo not given),0.3,0.2,-1,10
COCCCN1C(=O)CC(CC(=O)N(C)C(C)C)(c2ccccc2)C1=O (stereo not given),-1.6,-0.1,-52,2
COc1cccc2c(=O)cc(C)n(CC(=O)Nc3ccc(Br)cc3)c12,-1.5,1.0,12,13
COC(=O)C1=C(C(=O)OC)SC(=C2C(=S)C(C)(C)N(C(=O)c3ccccc3Cl)c3ccccc32)S1,-0.4,0.0,-6,-1
COc1ccc(C(=O)Nc2ccc(C3CC3(Cl)Cl)cc2)cc1 (stereo not given),-0.6,-0.2,-8,17
COc1ccc(C(=O)C2CCCN(C(=O)c3ccc(-n4ccnc4)cc3)C2)cc1F (stereo not given),0.1,0.0,-2,-2
COc1ccc(C2=C/C(=C\c3ccccc3[N+](=O)[O-])C(=O)O2)cc1,-1.2,0.3,-12,16
Cc1nc2c(ncn2-c2ccccc2)c(=O)n1NC(=O)CN1CCN(C)CC1,0.0,0.6,12,12
CCCCCCCCCCCCCCSCC(=O)O,-1.0&1.5,0.2&0.0,2&13,-6&-3
COc1ccc(NC(=O)C(=O)NCC(=O)Nc2ccccc2OC)cc1,-1.6,-0.2,-10,-24
CCN1CCN(c2ccc(NC(=O)c3ccc([N+](=O)[O-])o3)cc2Cl)CC1,-1.7,0.2,-32,-4
CCOC(=O)C1=C(C)N=c2s/c(=C/c3ccc(C)o3)c(=O)n2C1c1cccs1 (stereo not given),0.4,0.0,18,1
Cc1ccc(N2C(=O)/C(=C/c3ccc(-c4ccc(Cl)c(Cl)c4)o3)C=C2c2ccccc2)c(C)c1,1.1,0.2,7,11

# Nothing new here: an excerpt of the list.
SMILES,GPR151 activ,FBW7 act,TEAD-YAP block,MITF inh
CCOC(=O)C1=C(C)N=c2s/c(=C/c3ccc(C)o3)c(=O)n2C1c1cccs1 (stereo not given),0.4,0.0,18,1
Cc1ccc(N2C(=O)/C(=C/c3ccc(-c4ccc(Cl)c(Cl)c4)o3)C=C2c2ccccc2)c(C)c1,1.1,0.2,7,11

# (continued)
SMILES,GPR151 activ,FBW7 act,TEAD-YAP block,MITF inh
Cc1nn(C)c(C)c1-c1nc(NCCN(C(C)C)C(C)C)c2ncn(C(C)C)c2n1,2.7,0.1,4,6
CCn1ccnc1N1CCN(CC(=O)NC2CCCCC2)CC1,-1.3,0.2,-9,-11
C[C@@H](NC(=O)N[C@H]1C[C@H]2C(=O)N3CCC[C@H]3C(=O)N2C1)c1ccccc1,-1.8,0.1,-8,11
CCOc1ccccc1N(C)c1ncnc2sc(C)cc12,-0.2,0.2,-4,1
COCCCNS(=O)(=O)c1ccc(Cl)cc1,2.8,0.2,3,3
CCCCC(CC)C(=O)NNC(=O)c1cccc(C)c1 (stereo not given),0.2,0.2,-4,-11
CCCn1ncc([C@@H]2C[C@H]3CN(Cc4ccc(C)o4)C(=O)[C@]34CCCN24)c1C,0.7,0.0,9,12
CS(=O)(=O)N(CC(=O)NC1CC1)c1ccc(Cl)c(Cl)c1,-0.5,0.0,-10,-17
CCCn1c(=O)c(C(=O)Nc2ncccc2C)c(O)c2ccccc21,-0.3,-0.8,0,2
COc1ccc(/C=C2/C(=O)NC(=O)N(c3cccc(C(F)(F)F)c3)C2=O)c(OC)c1,-0.1,-0.2,-2,-13
Cc1ccnc(N2CCC(C(=O)NC34CC5CC(CC(C5)C3)C4)CC2)n1,0.2,0.0,3,-2
C/C=C(\C)c1nnc(NC(=O)CSc2ccc(Cl)cc2)s1,0.5,-0.1,0,-9
COc1ccc(N(CC(=O)NCCSCc2ccc(C)cc2)S(=O)(=O)c2ccccc2)cc1,0.2,0.0,-1,5
CC1(C)NC(=O)N(CC(Br)CBr)C1=O (stereo not given),-0.5,-0.1,-1,-9
CCc1ccc(NC(=S)Nc2cc(C(=O)NCc3ccccc3)ccc2N2CC3CC(C2)c2cccc(=O)n2C3)cc1 (stereo not given),-0.8,0.3,-1,11
O=C(c1ccc(CSc2ccccc2)cc1)N1CCOCC1,-4.7,0.0,-34,2
CC1=C(C(=O)Nc2ccccc2)C(c2ccc(F)cc2)NC(=O)N1 (stereo not given),0.5,-0.2,1,10
O=S(=O)(NC1=NCCC1)c1cccc(NC(=S)NC2CCCCC2)c1,-0.4,0.0,3,2
Cc1[nH]nc2c1C1(C(=O)Nc3ccc(Br)cc31)C(C#N)=C(N)O2 (stereo not given),1.0,-0.1,0,1

# Screening data deposited in PubChem by The Scripps Research Institute Molecular Screening Center.
